S2 tox = reduces viability in counter-screen for ATXN expression inhibitors; actives 0.49% (n = 400,000); Potency, µM (highest dose often 56.7 µM), hits mostly cytotoxic; S2 cells (HEK-293 line with an ATXN2-luciferase reporter) viability, CellTiter-Fluor protease fluorescence, 24 h; AID 651635; further: potency means the concentration at half of the fitted maximal effect; nearly all actives have a fitted effect of over 40% in size
HT1080 IDH1KD tx = toxicity to HT-1080 IDH1 knockdown cells (counter line) | HT-1080 IDH1 knockdown viability, ATP luminescence, 48 h | Potency, µM (titrated, usually from 46.1 µM), for the others: at the highest dose activity, negative = toxicity, actives largely listed as cytotoxic | actives 2% (n = 360,000);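 further: potency means the concentration at half of the fitted maximal effect; 0% = DMSO wells and -100% = cell-free medium wells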
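CellTiter-Glo luminescence after 48 h compound exposure at 37 degrees C of IDH1-knockdown HT-1080 cells in 5% FBS RPMI. %Activity scaled between DMSO wells and cell-free media wells, with curves fitted and assigned curve classes.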
HT1080-NT tox = kills 2HG-producing HT-1080-NT fibrosarcoma cells; HT-1080-NT fibrosarcoma viability, CellTiter-Glo ATP luminescence, 48 h; Potency, µM (titrated, usually from 46.1 µM), for the others: top-dose activity, negative = less viability, usual class: cytotoxic; actives 1.6% (n = 360,000);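 further: NT is the 2HG producing partner of a matched IDH1 knockdown line; potency means the concentration at half of the fitted maximal effect; 0% = DMSO-treated cells and -100% = media-only wells without cells; nearly all actives have a fitted effect of over 55% in size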
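Read-out is CellTiter-Glo luminescence after 10 minutes at room temperature, following 48 hours' compound treatment of HT-1080-NT cells (750 cells/well, RPMI, 5% FBS, 37 degrees C).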
MCF10A rereplic = inducers of DNA re-replication in MCF 10A breast cells; Potency, µM (titrated, usually from 46.1 µM), for the others: top-dose activity, positive = re-replication, most hits filed as activators; actives 2.9% (n = 350,000); MCF 10A DNA re-replication, Hoechst nuclear intensity, 48 h; further: potency means the concentration at half of the fitted maximal effect; % of control where 0% means no effect; nearly all actives have a fitted effect of over 50% in size
ATXN2 expr inh = ATXN2 expression inhibition; Potency, µM (titrated, usually from 57 µM), without a hit: top-dose activity change, negative = inhibition, actives largely listed as inhibitors; HEK-293 ATXN2-luciferase reporter, luminescence, 24 h; actives 0.72% (n = 360,000); further: potency means the concentration at half of the fitted maximal effect; on the % scale 0 is the no-effect control and ±100 the full control effect; nearly all actives have a fitted effect of over 55% in size
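qHTS (up to 57 uM final) was run with 24 h compound exposure of reporter cells at 37 °C. Each well was multiplexed: SteadyGlo luminescence measured ATXN2-luciferase expression after a fluorogenic Gly-Phe-AFC viability readout (25 uM final).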
KB-3-1 cytotox = kills parental KB-3-1 adenocarcinoma cells; KB-3-1 viability, CellTiter-Glo ATP luminescence, 72 h; Potency, µM (top dose mostly 46.1 µM), for inactives: top-dose activity change, negative = cytotoxic, actives largely listed as cytotoxic; actives 1.4% (n = 400,000); further: potency means the concentration at half of the fitted maximal effect; on the % scale 0 is the no-effect control and ±100 the full control effect; nearly all actives have a fitted effect of over 60% in size
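Parental KB-3-1 adenocarcinoma cells in phenol-red-free DMEM with 10% FBS were pin-treated with compounds at several concentrations, incubated 72 h at 37 °C, and viability read by CellTiter-Glo luminescence; concentration-effect curves were fitted after normalization.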
IL1B secr inh = blocks inflammasome-driven IL-1 beta release | actives 4.7% (n = 360,000) | THP-1 LPS/ATP IL-1B secretion, AlphaLISA, 16 h; hits give low values | activity change, % at 57.5 µM; in the data active means activity change below about -50%; inconclusive means mostly about -30% to -49%; further: on the % scale 0 is the no-effect control and ±100 the full control effect
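THP-1 cells pretreated 1 hr with compounds (up to 57.5 uM final), then stimulated with LPS (250 ng/mL final) plus ATP (1.25 mM final); secreted IL-1B measured by AlphaLISA after 16 hr, decreased signal indicating inhibition.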
HepG2 viability = counter-screen for TGF-b inhibitors: cytotoxicity in HepG2 cells; HepG2 CAGA-GFP viability, ATP luminescence, 18 h; actives 0.76% (n = 410,000); Potency, µM (top dose mostly 46.1 µM), for inactives: at the top dose activity change, negative = cytotoxicity, most hits filed as cytotoxic; further: potency means the concentration at half of the fitted maximal effect; some results filed as inactive show a strong effect at the top dose
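CellTiter-Glo luminescence gave cytotoxicity after 18 hours at 37 degrees C. The cells were HepG2 CAGA-GFP in 1% FBS DMEM, stimulated with 500 pg/mL TGF-beta after compound addition. %Activity was normalised to no-cell wells (complete cell-killing) and DMSO (no toxicity), and curves were fitted and classified.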
SW480 rereplic = inducers of DNA re-replication in SW480 colon cancer cells; actives 1.8% (n = 340,000); AID 624297; Potency, µM (titrated, usually from 46.1 µM), for the others: at the highest dose re-replication activation, most hits filed as activators; SW480 DNA re-replication, Hoechst DNA content imaging, 48 h; further: potency means the concentration at half of the fitted maximal effect; % of control where 0% means no effect; nearly all actives have a fitted effect of over 55% in size
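Treated cells incubate 48 hr (37 C, 5% CO2), are stained 40 min with Hoechst, and nuclear fluorescence is enumerated; a rise in nuclei with high DNA signal marks re-replication.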
An asterisk follows results filed as active; i = inactive; ? = inconclusive; . = no result given; [ ] = another dose, or the depositor's remark. Unless noted, the call rests on the fitted dose curve; in most records, active means well fitted curve in the direction sought with a large enough effect; inconclusive means small, poorly fitted or top-dose-only effect, or another doubt; inactive means no such curve, though single readings can be large; an effect the other way counts as inactive or inconclusive. Rows were taken by chance; about 8.9% have a hit in one of these screens.

SMILES	S2 tox	HT1080 IDH1KD tx	HT1080-NT tox	MCF10A rereplic	ATXN2 expr inh	KB-3-1 cytotox	IL1B secr inh	HepG2 viability	SW480 rereplic
CCCn1c(SCC(=O)N2CCCc3ccccc32)nnc1-c1ccccn1	i	5.8%	9.2%	17.1%	4.3%	-3.8%	-11.1	-2.7%	0.3%
CC(C)N1C(=O)C2C(C(=O)NC3CCCCC3)C3C=CC2(O3)C1C(=O)NC1CCCC1 (configuration not stated)	?	18.7%	21.7%	-2.9%	10.6%	1.5%	22.2	-1.0%	-2.9%
O=C(NCc1ccccn1)c1ccc(Cl)c(S(=O)(=O)N2CCCCC2)c1	?	6.5%	-11.1%	?	-19.5%	-8.8%	9.6	-25.3%	-2.3%
CCCCc1nc(N2CCOCC2)c(C#N)c2c1COC(C)(C)C2	i	-4.6%	2.4%	-3.5%	0.9%	0.4%	-11.9	-16.7%	-4.9%
O=C(OC1CCS(=O)(=O)c2sccc21)c1ccccc1 (configuration not stated)	i	-1.8%	2.6%	16.6%	-1.9%	-3.4%	-16.3	0.8%	-1.1%
O=C(Cn1ncc2c(=O)oc3ccccc3c21)N1CCCc2ccccc21	i	4.3%	7.9%	5.7%	2.1%	0.7%	-13.6	-0.4%	3.9%
Cc1ccc(C(=O)N2CCN=C2SCc2ccc([N+](=O)[O-])cc2)cc1C	i	-1.6%	-11.0%	1.4%	-5.0%	-20.1%	-84.6*	-34.7%	1.5%
CCOC(=O)[C@@H]1[C@H]2COc3ccc(Br)cc3[C@H]2N2C(=O)N(c3cccc(Cl)c3)C(=O)[C@]12C	i	5.7%	0.1%	1.7%	2.8%	-24.6%	20.2	-3.8%	3.3%
COc1ccccc1-c1cc(C(F)(F)F)nc(S(=O)(=O)CCCC(=O)N2CCOCC2)n1	17.8µM*	16.4µM*	16.4µM*	3.26µM*	?	16.4µM*	-118.1*	-126.2%	?
OC1CCCN(C(=S)Nc2ccc(SC(F)F)cc2)C1 (configuration not stated)	i	15.4%	3.6%	4.1%	27.2%	-16.6%	18.4	6.5%	2.5%
Cn1c(=O)n(CCOc2ccc(Cl)cc2Cl)c2ccccc21	i	-3.2%	-0.7%	8.3%	-17.2%	5.0%	-7.3	-6.8%	0.8%
C/C(=N\NC(=O)c1ccc(C)cc1)C1C(=O)c2ccccc2C1=O	?	?	?	?	18.6%	?	55.8	-40.9%	?
CCCC[C@@H]1C=C(C(=O)O)[C@H](c2ccc(Cl)c(Cl)c2)N1S(=O)(=O)c1ccc(C)cc1	i	-19.1%	-4.1%	?	-9.7%	0.0%	-12.9	-29.5%	?
COc1ccc(C2C(C(=O)NCC3CCCO3)c3cc(OC)c(OC)cc3C(=O)N2C)cc1OC (configuration not stated)	i	8.7%	10.5%	-0.5%	2.3%	-0.9%	21.1	12.7%	-5.9%
Cc1ccc(-c2n[nH]c3c2CCC3)cc1	i	-0.3%	-2.0%	-0.4%	15.0%	-10.6%	-8.0	-13.4%	-9.4%
CC(C)CNc1c(N)n(CC(C)C)c(=O)[nH]c1=O	i	17.5%	5.0%	-14.8%	2.9%	10.2%	6.5	-6.5%	-3.4%
Cc1ccccc1S(=O)(=O)/N=C(/c1ccccc1)N1CCOCC1	i	17.4%	2.7%	-3.8%	-12.6%[11.3 µM]	3.5%	16.3	-1.8%	-10.8%
Cn1cnnc1Sc1ccc(/C=C/C(=O)c2ccc(O)cc2)cc1[N+](=O)[O-]	7.08µM*	18.4µM*	18.4µM*	?	.	?	-101.4*	-3.4%	-17.5%
COc1ccc(C(=O)COC(=O)CCC(=O)c2cccs2)cc1	i	-1.7%	-27.1%	0.0%	11.7%	-5.4%	0.0	11.9%	-2.1%
CCCCCn1c(=O)[nH]c2cc(C(=O)O)ccc2c1=O	i	0.7%	6.5%	1.6%	-0.9%	12.9%	0.8	-11.0%	-0.1%
Cc1cc(NC(=O)c2ccc(N3C(=O)CCC3=O)cc2)no1	i	11.8%	21.2%	-2.5%	3.9%	-2.2%	-21.2	-3.7%	-7.4%
COc1ccc(-c2cc(-c3ccc(OC)cc3)nc(-c3ccc4c(c3)NC(=O)CO4)c2)cc1	i	?	?	?	-15.3%	-3.4%	71.4	-47.2%	?
COc1ccc2c(c1)c1ccccc1n2C	i	-1.9%	-2.3%	-1.7%	-2.5%	-1.4%	-20.2	-21.3%	3.0%
COCCn1c(SCC(=O)Nc2cccc(C)c2C)nc2c(oc3ccccc32)c1=O	i	.	.	.	2.4%	4.5%	.	2.9%	.
CCN(CC(=O)Nc1c(F)cccc1F)C(=O)c1ccc2c(c1)OCCO2	i	-4.2%	-4.0%	3.7%	2.7%	16.8%	-11.6	-1.5%	-65.1%
The list continues:
SMILES	S2 tox	HT1080 IDH1KD tx	HT1080-NT tox	MCF10A rereplic	ATXN2 expr inh	KB-3-1 cytotox	IL1B secr inh	HepG2 viability	SW480 rereplic
N#Cc1ccc(S(=O)(=O)N2CCC(C(=O)N3CCN(Cc4ccc5c(c4)OCO5)CC3)CC2)cc1	i	-9.2%	-11.4%	-1.3%	-37.8%	-4.4%	0.0	-23.1%	-24.7%
Cc1cc([N+](=O)[O-])nn1CC(=O)NCc1cccs1	i	-3.8%	-6.5%	20.2%	1.9%	-19.0%	7.6	20.5%	3.1%
Cc1[nH]c2ccccc2c1-c1ccc(Cl)nn1	i	7.6%	3.7%	10.2%	11.4%	6.9%	27.0	10.8%	-0.7%
O=C(NCCc1cccc(C(F)(F)F)c1)C1CCC(=O)N(C2CC2)C1 (configuration not stated)	i	16.1%	14.2%	-5.3%	5.8%	.	3.9	15.1%	-1.3%
CS(=O)(=O)N(CC(=O)N1CCCCC1)c1sc2c(c1C#N)CCCC2	i	3.3%	-1.3%	13.2%	-4.0%	-3.1%	-4.9	-20.8%	-6.1%
COc1ccc(CC(=O)Nc2nnc(C(C)(C)C)s2)cc1OC	i	-19.7%	2.3%	9.4%	.	1.1%	0.0	13.5%	23.6%
COc1ccccc1C(C)NCC(=O)Nc1c(F)cccc1F (configuration not stated)	i	13.6%	7.3%	3.7%	-7.6%	13.3%	4.7	2.5%	-2.7%
O=C(N/C(=C/c1ccccc1)C(=O)N1CCCCCC1)c1ccccc1	i	16.0%	14.0%	-0.1%	3.4%	26.2%	29.6	-4.6%	9.2%
Cc1ccc(F)c(NC(=O)c2ccc(Cn3cc(Cl)cn3)cc2)c1	?	?	-16.4%	?	-27.9%	-1.5%	?	-10.8%	?
S=C(NCc1ccco1)N1CCN(c2nc(-c3ccccc3)cs2)CC1	i	-14.9%	-1.7%	6.9%	-32.2%	?	-73.0*	-15.7%	-0.8%
c1ccc(Sc2ncnc3c2oc2ccccc23)nc1	?	-4.9%	0.5%	2.5%	82.1%[activator]	-0.9%	-1.9	-5.1%	0.7%
Cc1ccc(C(=O)/C=C/C(=O)c2ccc(C)cc2)cc1	?	11.6µM*	-20.5%	3.66µM*	?	10.7%	-71.3*	-22.8%	-3.1%
CSc1ccc(Cn2c(C)c(C(=O)NCc3ccco3)sc2=O)cc1	i	-11.0%	-7.6%	.	-2.8%	-13.8%	-101.3*	-0.4%	.
COC(=O)[C@]1(Cc2ccccc2)N[C@H](CN(C)S(=O)(=O)c2ccc(OC(F)(F)F)cc2)[C@@H]2C(=O)N(C)C(=O)[C@@H]21	i	0.0%	0.9%	-0.2%	-13.4%	0.0%	-12.7	-5.4%	?
CCN(CC)CCN(Cc1cc2cc3c(cc2[nH]c1=O)OCO3)C(=S)NCCCOC	i	6.1%	4.1%	-0.9%	.	2.3%	0.9	-5.4%	-4.7%
C=CCNC(=S)NNC(=O)Cn1c(-c2ccccc2)cc(=O)n2ncnc12	i	9.5%	10.6%	-0.9%	5.8%	4.8%	6.4	10.6%	-8.2%
O=C(Nc1cccc(F)c1)c1c(O)c2ccccc2[nH]c1=O	i	0.5%	5.3%	-0.1%	48.5%[activator]	-2.9%	6.4	-18.0%	?
CC(=O)Nc1ccc2[nH]c(C)c(CC=C(Cl)Cl)c(=O)c2c1	i	-9.3%	4.3%	2.0%	4.1%	?	-0.9	-16.4%	-8.0%
Cn1nccc1C(=O)Nc1sc2c(c1C#N)CCCC2	i	-1.0%	-1.0%	-13.3%	8.6%	-19.7%	?	-20.8%	2.3%
Cc1ccccc1OCC(=O)Nc1ccc2nc(SCC(=O)N3CCc4ccccc43)sc2c1	i	.	.	.	2.7%	8.3%	.	-8.1%	.
CC(C)=CCCC1(C)C=Cc2c(c(C)cc3c2[nH]c2cc(O)ccc23)O1 (configuration not stated)	28.2µM*	?	?	?	?	?	-74.5*	11.2µM*	?
O=C(O)c1ccc(CNCc2c(Cl)cccc2Cl)cc1	?	8.1%	4.4%	2.9%	-0.5%	-3.4%	-2.2	-8.9%	-5.2%
O=C(CSc1nc2c([nH]c3ccccc32)c(=O)n1-c1cccc(Cl)c1)NCC1CCCO1 (configuration not stated)	i	.	.	.	9.9%	-0.6%	.	-9.2%	.
O=C(CN1CCC(Cc2ccccc2)CC1)N1CCc2ccccc2C1	i	-0.2%	3.6%	?	-22.2%	0.6%	-8.4	-19.7%	1.1%

Ordered by count of non-hydrogen atoms (highest first): some entries from above
SMILES	S2 tox	HT1080 IDH1KD tx	HT1080-NT tox	MCF10A rereplic	ATXN2 expr inh	KB-3-1 cytotox	IL1B secr inh	HepG2 viability	SW480 rereplic
C=CCNC(=S)NNC(=O)Cn1c(-c2ccccc2)cc(=O)n2ncnc12	i	9.5%	10.6%	-0.9%	5.8%	4.8%	6.4	10.6%	-8.2%
CS(=O)(=O)N(CC(=O)N1CCCCC1)c1sc2c(c1C#N)CCCC2	i	3.3%	-1.3%	13.2%	-4.0%	-3.1%	-4.9	-20.8%	-6.1%
COc1ccc2c(c1)c1ccccc1n2C	i	-1.9%	-2.3%	-1.7%	-2.5%	-1.4%	-20.2	-21.3%	3.0%

Screening results (PubChem)
